High-throughput results: PubChem BioAssay, National Center for Advancing Translational Sciences (NCATS)
Giardia killer – Giardia lamblia killing | Giardia lamblia trophozoite viability | activity change, % at 7.66 µM, hits read low | actives 0.15% (n = 340,000) | AID 540267; in the data active = activity change below about -80%; inconclusive = between about -30% and that limit;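 also: parasites exposed to compound for two days anaerobically before the ATP read; % is scaled to controls: 0 for no effect and ±100 for the full control effect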
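Luminescent ATP signal served as the viability read-out, measured 15-30 min after adding ATP detection reagent to trophozoites that had been incubated with compounds for 48 hrs at 37 deg C anaerobically at 100 cells/well.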
PKM2 act – activators of human pyruvate kinase M2. P14618. purified PKM2, Kinase-Glo ATP luminescence, activation; response scale: 0% is enzyme alone, no compound. Potency, µM (doses to about 57.5 µM), for inactives: at the top dose activation, usual class: activators. actives 0.34% (n = 260,000); also: potency is read from the fitted curve at half-maximal effect; % is scaled to controls: 0 for no effect and ±100 for the full control effect; nearly all actives have a fitted effect of over 55% in size
Target sequence (P14618 whole entry, looked up): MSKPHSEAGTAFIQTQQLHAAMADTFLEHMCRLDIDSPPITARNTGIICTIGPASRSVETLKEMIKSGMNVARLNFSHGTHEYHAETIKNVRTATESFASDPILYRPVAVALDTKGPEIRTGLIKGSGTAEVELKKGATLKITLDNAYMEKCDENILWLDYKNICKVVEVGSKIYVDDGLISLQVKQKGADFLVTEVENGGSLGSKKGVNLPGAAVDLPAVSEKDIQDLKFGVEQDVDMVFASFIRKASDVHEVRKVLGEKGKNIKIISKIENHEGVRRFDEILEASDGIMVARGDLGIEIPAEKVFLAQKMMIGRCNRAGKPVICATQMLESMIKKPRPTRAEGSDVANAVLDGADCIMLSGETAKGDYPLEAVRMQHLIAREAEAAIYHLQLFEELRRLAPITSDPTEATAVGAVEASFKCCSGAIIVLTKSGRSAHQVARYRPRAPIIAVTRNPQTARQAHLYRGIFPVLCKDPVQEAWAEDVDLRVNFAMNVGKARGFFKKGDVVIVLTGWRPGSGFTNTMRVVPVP
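Purified hPK-M2 (>95% pure) converted ADP (0.1 mM final) to ATP with 0.5 mM PEP in 50 mM imidazole pH7.2, KCl, MgCl2, Tween 20, BSA; 1 h at room temperature. ATP detected by Kinase-Glo luminescence.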
Menin MLL FP TR – menin-MLL binding inhibition, Texas Red mutant peptide; actives 0.23% (n = 270,000); AID 1768; O00255; Menin + Texas Red MLL mutant peptide, fluorescence polarization; Potency, µM (doses to about 61.6 µM), for inactives: top-dose FP activity change, negative = inhibition, most hits filed as inhibitors; active = well fitted inhibition curve with a large enough effect in the polarisation, with a control signal flat, not every such curve was filed as active; inconclusive = small, poorly fitted or top-dose-only effect, or effect the other way, or a change in a side signal; inactive = no such curve, though single readings can be large or run the other way; the % refers to the polarisation; also: potency is read from the fitted curve at half-maximal effect; % of control where 0% means no effect; many of its hits are not listed in these tables
p53 reactivator – restores transcriptional activity of mutant p53; H1299 p53-A138V BP100-luciferase reporter, luminescence, 24 h; Potency, µM (highest dose often 92.2 µM), inactives show at the highest dose activity change, positive = activation, usual class: activators; actives 0.063% (n = 320,000); AID 504706; also: potency is read from the fitted curve at half-maximal effect; % of control where 0% means no effect; nearly all actives have a fitted effect of over 45% in size
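p53-null H1299 cells stably carrying temperature-sensitive p53-A138V and a BP100-luciferase reporter were pinned with compounds (4-point, 1:5 series) and held 24 hrs at 37 deg C. Luminescence was read 10 min after detection reagent.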
ELG1 genotoxic – induces genotoxicity in HEK293T cells with luciferase-tagged ELG1; HEK293T ELG1-luciferase reporter, luminescence, 16 h; Potency, µM (series often up to 46 µM), without a hit: at the top dose activity change, positive = activation, most hits filed as activators; actives 1.3% (n = 330,000); AID 504466; also: potency is read from the fitted curve at half-maximal effect; % of control where 0% means no effect; nearly all actives have a fitted effect of over 60% in size
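Step 1: seed 2,000 HEK293T ELG1-luciferase cells per well. Step 2: add compound or DMSO, incubate 16 hr at 37 °C. Step 3: ONE-Glo, 30 min at room temperature, read luminescence.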
BRCA1 expr up – BRCA1 expression activation | MCF7-BRCA1-FFLuc reporter, luminescence, 48 h; response scale: scaled: vehicle 0%, 10 µM genistein 100% | Potency, µM (series often up to 46.1 µM), for the others: top-dose activation, actives largely listed as activators | actives 1.1% (n = 380,000); also: potency is read from the fitted curve at half-maximal effect; nearly all actives have a fitted effect of over 80% in size; some results filed as inactive show a strong effect at the top dose
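Cells: MCF7-BRCA1-FFLuc, 2000/well. Exposure: 48 h, 37 °C, 5% CO2. Read: luminescence, 15 min post-substrate. Controls: genistein 10 microM (maximal activation), DMSO (neutral).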
FLuc counter – counter-screen for miR-21 project: firefly luciferase inhibitors or activators; purified FLuc, Km substrates, luminescence inhibition; Potency, µM (series often up to 57.5 µM), inactives show top-dose activity change, negative = inhibition, actives largely listed as inhibitors; actives 6.9% (n = 360,000); AID 588342;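 also: potency is read from the fitted curve at half-maximal effect; plate controls were vehicle for no effect and reference inhibitor for full effect; nearly all actives have a fitted effect of over 55% in size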
Target sequence (P08659 whole entry, looked up): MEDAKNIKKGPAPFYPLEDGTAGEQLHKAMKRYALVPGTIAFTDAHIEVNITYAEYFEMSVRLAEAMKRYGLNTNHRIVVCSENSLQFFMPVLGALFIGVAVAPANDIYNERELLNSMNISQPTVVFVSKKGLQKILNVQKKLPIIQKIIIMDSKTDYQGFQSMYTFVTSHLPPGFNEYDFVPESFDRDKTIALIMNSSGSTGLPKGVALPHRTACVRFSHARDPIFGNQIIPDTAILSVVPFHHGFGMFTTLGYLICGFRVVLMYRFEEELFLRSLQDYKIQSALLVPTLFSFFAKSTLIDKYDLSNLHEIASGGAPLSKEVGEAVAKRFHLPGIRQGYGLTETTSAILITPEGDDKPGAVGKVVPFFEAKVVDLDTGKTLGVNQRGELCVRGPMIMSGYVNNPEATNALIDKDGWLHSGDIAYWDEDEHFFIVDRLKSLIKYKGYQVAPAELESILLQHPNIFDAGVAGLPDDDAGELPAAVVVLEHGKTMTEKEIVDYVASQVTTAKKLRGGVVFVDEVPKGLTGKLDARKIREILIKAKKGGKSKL
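Purified P. pyralis luciferase (10nM final) with 10uM D-luciferin and 10uM ATP (Km levels) in 50mM Tris acetate pH 7.5, 10mM Mg acetate, 0.01% Tween-20, 0.05% BSA; qHTS 6-point titration, ~60 µM downward; luminescence read.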
RORgamma inh – inhibitors of mouse ROR gamma transcriptional activity; actives 5.4% (n = 310,000); Potency, µM (highest dose often 53.6 µM), for the others: at the top dose activity change, negative = inhibition, actives largely listed as inhibitors; Drosophila S2 Gal4-RORgamma UAS-luciferase reporter, 20 h; also: potency is read from the fitted curve at half-maximal effect; % is scaled to controls: 0 for no effect and ±100 for the full control effect; nearly all actives have a fitted effect of over 60% in size
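ROR gamma transcriptional activity was tracked as Gal4-UAS luciferase output in stably transfected Drosophila Schneider cells, with compound added 1 hr before 700 uM copper sulfate induction and a 20 hr ambient-temperature incubation.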
NPC1 promoter act – NPC1 promoter activation | Huh7 NPC1 promoter luciferase reporter, 24 h | Potency, µM (top dose mostly 9.22 µM), for the others: at the top dose activation, actives largely listed as activators | actives 2.4% (n = 320,000) | AID 485313;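 also: potency is read from the fitted curve at half-maximal effect; % of control where 0% means no effect; nearly all actives have a fitted effect of over 60% in size; reporter is driven by a mutant NPC1 promoter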
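Cells: Huh7 expressing luciferase under the NPC1 promoter, 1500/well. Seeded 2 h, compound added, incubated 24 h at 37 °C. Luciferase reagent, 10 min ambient, then luminescence.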
Rab9 promoter act – Rab9 promoter activation. Huh7 Rab9 promoter-luciferase reporter, luminescence, 24 h. Potency, µM (series often up to 9.22 µM), inactives show at the top dose activation, negative = inhibition, actives largely listed as activators. actives 2.8% (n = 320,000). AID 485297; also: potency is read from the fitted curve at half-maximal effect; % of control where 0% means no effect; nearly all actives have a fitted effect of over 60% in size
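Huh7 cells stably carrying Rab9 promoter–luciferase reporter, plated 1500 cells/well, compound added after 2 h and incubated 24 h at 37 °C; luciferase luminescence then read after 10 min with detection reagent.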
Gal4-VP16 FLuc – counter-screen for ROR gamma inhibitors: Gal4-VP16 reporter; Drosophila S2 Gal4-VP16 UAS-luciferase, luminescence, 20 h; Potency, µM (series often up to 53.6 µM), for inactives: at the highest dose activity, negative = inhibition, usual class: inhibitors; actives 3.5% (n = 310,000); AID 2546;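 also: Gal4-VP16 expression switched on by copper sulfate through the metallothionein promoter; potency is read from the fitted curve at half-maximal effect; % is scaled to controls: 0 for no effect and ±100 for the full control effect; nearly all actives have a fitted effect of over 50% in size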
Starred values were filed as active, the others as inactive; ? = inconclusive; . = not tested or not shown; & = joins results of further samples; [ ] = another dose, or the depositor's remark. Unless noted, calls follow the shape of the dose curve; as a rule, active = well fitted curve in the direction sought with a large enough effect; inconclusive = small, poorly fitted or top-dose-only effect, or another doubt; inactive = no such curve, though single readings can be large; an effect the other way counts as inactive or inconclusive.

| SMILES | Giardia killer | PKM2 act | Menin MLL FP TR | p53 reactivator | ELG1 genotoxic | BRCA1 expr up | FLuc counter | RORgamma inh | NPC1 promoter act | Rab9 promoter act | Gal4-VP16 FLuc |
| --- | --- | --- | --- | --- | --- | --- | --- | --- | --- | --- | --- |
| CC1CCCCC1NC(=O)CCS(=O)(=O)c1cc2c(cc1Cl)NC(=O)CO2 (configuration not stated) | -11 | 3%[0.46 µM] | 22% | -2% | 2% | 0% | 3% | 6% | -4% | -2% | 2% |
| CCOC(=O)Cn1nc(-c2ccc(C)cc2)c2ccccc2c1=O | 0 | -2% | -16% | 0% | 3% | 40% | -12% | 36% | -7% | 17% | 5% |
| c1ccc2[nH]c(NCc3ccc4c(c3)OCO4)nc2c1 | -7 | 1% | ? | 11% | ? | ? | 3.4µM* | -33% | ? | ? | -18% |
| C=CCOc1ccc(/C=C/C(=O)OCC(=O)NCC2CCCO2)cc1 (configuration not stated) | -7 | . | . | 11% | 14% | -16% | ? | . | 9% | 16% | . |
| COc1ccc(C(C)NS(=O)(=O)Cc2ccccc2)cc1 (configuration not stated) | 12 | -3% | -5% | -19% | -2% | 0% | ? | 0% | 11% | 0% | 21% |
| CCOc1ccc(NC(=O)c2ccc(NC(=O)Cc3n[nH]c(=O)c4ccccc34)cc2)cc1 | 4 | -1% | . | -1% | 9.2µM* | -1% | -17% | -3% | 2% | -1% | -21% |
| CCOc1ccc2nc(N(CCCN(C)C)C(=O)c3ccc(S(=O)(=O)N4CCCC4)cc3)sc2c1 | -19 | -2% | ? | 29% | 2% | 8% | 2% | -1% | 1% | 0% | -7% |
| CC(=O)Nc1ccc(NC(=O)C2CC(=O)N(c3cccc(Cl)c3)C2)cc1 (configuration not stated) | -16 | -2% | ? | 2% | 4% | 1% | -1% | -15% | -1% | -1% | 6% |
| COc1ccc(-n2nc(C(=O)NCC(=O)N3CCN(c4ccccc4F)CC3)c3ccccc3c2=O)cc1 | -4 | -2% | -6% | 27% | 7% | ? | 0.34µM* | ? | ? | ? | ? |
| CC(CNS(=O)(=O)c1ccccc1)(c1ccccc1)N1CCOCC1 (configuration not stated) | 2 | 2% | 12% | -14% | 2% | -16% | 9% | 31% | 1% | 0% | 9% |
| Cc1cc(N2CCOCC2)nc(-c2ccccc2O)n1 | 4 | -2% | 6% | 2% | 0% | -29% | ? | 26% | -1% | 0% | 1% |
| Cc1noc(NS(=O)(=O)c2ccc(NC(=O)CCC3CCCCC3)cc2)c1C | -6 | 0% | -12% | -1% | 1% | 0% | 0% | 2% | -3% | -1% | 1% |
| Cn1c(N)c(S(=O)(=O)N2CCN(C(=O)c3ccco3)CC2)c(=O)n(C)c1=O | -22 | 4% | 2% | 7% | 3% | 4% | 0% | -1% | -1% | -5% | -2% |
| CC(C)Oc1ccc(/C(O)=C2/C(=O)C(=O)N(CCN(C)C)C2c2ccco2)cc1 (configuration not stated) | -3 | 1% | -18% | 19% | ? | 45% | 21µM* | 22% | 25% | ? | 8% |
| COc1ccccc1/C=C/C=NC1C(=O)N(c2ccccc2)[N+](C)=C1C (configuration not stated) | 6 | -6% | . | 3% | -2% | -4% | ? | 19% | 2% | 1% | 1% |

Full records, quoted from the list. Order of screens: Giardia killer | PKM2 act | Menin MLL FP TR | p53 reactivator | ELG1 genotoxic | BRCA1 expr up | FLuc counter | RORgamma inh | NPC1 promoter act | Rab9 promoter act | Gal4-VP16 FLuc
Results for `COc1ccc(-n2nc(C(=O)NCC(=O)N3CCN(c4ccccc4F)CC3)c3ccccc3c2=O)cc1` = -4 | -2% | -6% | 27% | 7% | ? | 0.34µM* | ? | ? | ? | ?
Results for `Cc1noc(NS(=O)(=O)c2ccc(NC(=O)CCC3CCCCC3)cc2)c1C` = -6 | 0% | -12% | -1% | 1% | 0% | 0% | 2% | -3% | -1% | 1%
Results for `CC(=O)Nc1ccc(NC(=O)C2CC(=O)N(c3cccc(Cl)c3)C2)cc1` (configuration not stated) = -16 | -2% | ? | 2% | 4% | 1% | -1% | -15% | -1% | -1% | 6%
Results for `CCOC(=O)Cn1nc(-c2ccc(C)cc2)c2ccccc2c1=O` = 0 | -2% | -16% | 0% | 3% | 40% | -12% | 36% | -7% | 17% | 5%
Results for `CCOc1ccc2nc(N(CCCN(C)C)C(=O)c3ccc(S(=O)(=O)N4CCCC4)cc3)sc2c1` = -19 | -2% | ? | 29% | 2% | 8% | 2% | -1% | 1% | 0% | -7%

Next section
| SMILES | Giardia killer | PKM2 act | Menin MLL FP TR | p53 reactivator | ELG1 genotoxic | BRCA1 expr up | FLuc counter | RORgamma inh | NPC1 promoter act | Rab9 promoter act | Gal4-VP16 FLuc |
| --- | --- | --- | --- | --- | --- | --- | --- | --- | --- | --- | --- |
| COc1ccc2nc(SCC(=O)NCc3ccccc3)[nH]c2c1 | 12 | 1% | 17% | -25% | -4% | -17% | -5% | ? | 11% | 5% | 7% |
| CCN1CCN(CCCNc2ncnc3nc[nH]c23)CC1 | 14 | -21% | 23% | 1% | -7% | -1% | -1% | 10% | -1% | -3% | 3% |
| O=C(O)CC(NC(=O)c1sc2ccccc2c1Cl)c1ccc(OC2CCCC2)cc1 (configuration not stated) | 9 | -4% | ? | -2% | 2% | -15% | 15µM* | ? | -2% | 8% | -7% |
| Cc1cccc(NC(=S)Nc2ccc(Br)cc2)c1 | -2 | 4% | ? | 20% | -9% | 6% | -10% | 7.1µM* | -2% | 2% | ? |
| CSc1sc(C)cc1C=O | -6 | -5% | 4% | 2% | -3% | 13% | 2% | 2% | 0% | 1% | 2% |
| CCN(CC)c1ccc(NC(=O)c2cc(Cl)ccc2OC)cc1 | -10 | -2% | 4% | 2% | 9% | -47% | 15µM* | 40% | 16% | 16% | -3% |
| COc1cc(CNCc2cccs2)cc(Br)c1OC | 7 | -1% | 8% | -12% | 1% | 14% | 2% | 1% | 0% | 4% | -13% |
| CC1CCCC(C)N1NC(=O)c1ccc(Cl)c(S(N)(=O)=O)c1 (configuration not stated) | 14 | 7% | 18%&-8% | 0% | 1% | -13% | 1% | -23%&-7% | -2% | 2% | -3%&-8% |
| CN(CC(=O)NCCc1ccc(S(N)(=O)=O)cc1)CC(=O)Nc1ccccc1Cl | 0 | . | . | 0% | 1% | -23% | -2% | . | -3% | -4% | . |
| Cc1ccccc1NC(=O)/C=C1\SC(=O)NC1=O | 6 | 8% | 3% | 28% | 5% | -1% | -6% | ? | 1% | -4% | 1% |
| O=C(Nc1ccccc1Cl)OC1CCCCC1 | -11 | . | -15% | 4% | 4% | 2% | 24µM* | 1% | -1% | 11% | 4% |
| O=C(NC(=S)Nc1ccc(N2CCOCC2)cc1)c1ccco1 | -27 | -14% | -12% | ? | ? | 104% | ? | ? | 2.8µM* | ? | -18% |
| Cc1c(CC(=O)NCCCCCC(=O)O)c(=O)oc2cc3c(cc12)CCC(C)(C)O3 | 9 | . | 7% | -2% | 0% | -20% | ? | 14% | 1% | -1% | 0% |
| CC(C)NC(=O)C(c1ccc(F)cc1)N(C(=O)CCC(=O)Nc1ccccn1)C1CCCCC1 (configuration not stated) | -6 | -2% | 8% | -3% | 3% | -28% | -1% | -7% | 15% | -4% | -6% |
| CCCn1c2ccccc2c2cc(C(=O)O)ccc21 | -17 | -9% | 0%[11.7 µM] | -4% | -2% | -17% | -6% | 0% | 7% | -3% | ? |
| CCCCNC(=O)C1CCN(c2nc(C)cc(C)n2)CC1 | -26 | 1% | -2% | -3% | -5% | -5% | 0% | 0% | -6% | -1% | 3%[10 µM] |
| COc1ccc(C(=O)NCC(=O)N/N=C/c2cn(C)c3ccccc23)cc1OC | -19 | . | . | -5% | -1% | -28% | ? | 3% | -7% | -1% | -5% |

Arranged by value in p53 reactivator (low to high): three from the list above.
Compound,PKM2 act,Menin MLL FP TR,p53 reactivator,BRCA1 expr up,RORgamma inh,Rab9 promoter act
COc1cc(CNCc2cccs2)cc(Br)c1OC,-1%,8%,-12%,14%,1%,4%
CC(C)NC(=O)C(c1ccc(F)cc1)N(C(=O)CCC(=O)Nc1ccccn1)C1CCCCC1 (configuration not stated),-2%,8%,-3%,-28%,-7%,-4%
Cc1c(CC(=O)NCCCCCC(=O)O)c(=O)oc2cc3c(cc12)CCC(C)(C)O3,.,7%,-2%,-20%,14%,-1%

Not all compounds are listed; rates above refer to the full screens.
